From PubChem BioAssay
GPR151 activ: activators of human GPR151, primary screen, cell-based, PathHunter beta-arrestin, luminescence; G-protein coupled receptor 151 (Homo sapiens), Q8TDV0; PathHunter beta-arrestin GPR151 cells; activation, % at 11.2 µM; actives 1% (n = 650,000); AID 1508602, 2020; in the data active means activation above about 4.9%;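 further: 0% = median of compound wells and 100% = cells with positive control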
Target sequence (Q8TDV0 whole entry, looked up): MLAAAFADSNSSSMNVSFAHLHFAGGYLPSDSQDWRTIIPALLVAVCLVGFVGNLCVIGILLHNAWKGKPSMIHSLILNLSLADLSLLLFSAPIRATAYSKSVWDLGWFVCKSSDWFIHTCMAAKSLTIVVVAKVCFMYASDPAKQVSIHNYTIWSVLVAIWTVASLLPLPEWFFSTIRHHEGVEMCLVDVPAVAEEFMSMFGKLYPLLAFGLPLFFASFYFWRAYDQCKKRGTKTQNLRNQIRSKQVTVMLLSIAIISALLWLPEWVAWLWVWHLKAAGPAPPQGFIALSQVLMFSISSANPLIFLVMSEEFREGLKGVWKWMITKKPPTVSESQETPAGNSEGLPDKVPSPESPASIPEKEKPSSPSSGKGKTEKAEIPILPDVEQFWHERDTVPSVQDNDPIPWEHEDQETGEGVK
MITF inh: MITF inhibitors, primary screen, biochemical, AlphaScreen, human. inhibition, % at 2.6 µM. Microphthalmia-associated transcription factor (Homo sapiens), O75030. AID 1259374, 2018. AlphaScreen MITF homodimerization, bead proximity signal. actives 0.91% (n = 650,000); in the data active means inhibition above about 50%;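 further: 0% = vehicle wells with protein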
Target sequence (O75030 whole entry, looked up): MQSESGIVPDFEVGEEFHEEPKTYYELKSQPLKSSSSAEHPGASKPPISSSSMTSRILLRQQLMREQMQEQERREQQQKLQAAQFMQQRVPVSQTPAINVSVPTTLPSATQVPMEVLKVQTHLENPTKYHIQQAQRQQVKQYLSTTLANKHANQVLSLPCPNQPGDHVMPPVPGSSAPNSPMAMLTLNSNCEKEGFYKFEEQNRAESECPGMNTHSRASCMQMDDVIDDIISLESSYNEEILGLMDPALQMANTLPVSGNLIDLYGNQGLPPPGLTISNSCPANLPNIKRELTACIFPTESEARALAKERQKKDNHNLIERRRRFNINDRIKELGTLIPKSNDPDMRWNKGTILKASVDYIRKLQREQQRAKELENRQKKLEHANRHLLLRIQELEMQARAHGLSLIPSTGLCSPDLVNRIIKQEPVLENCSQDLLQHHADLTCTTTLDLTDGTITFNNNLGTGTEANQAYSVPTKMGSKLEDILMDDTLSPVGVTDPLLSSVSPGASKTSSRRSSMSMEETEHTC
FBW7 activator: FBW7 E3 ligase activators, primary screen, biochemical, AlphaScreen, human | normalized activity (activation), % at 26.1 µM | AID 1259310, 2017 | F-box/WD repeat-containing protein 7 (Homo sapiens), Q969H0 | AlphaScreen FBW7–phospho-cyclin E peptide binding, activator screen | actives 0.13% (n = 650,000); in the data active means normalized activity above about 1.9%;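 further: purified mutant Fbw7 with reduced substrate affinity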
TEAD-YAP block: TEAD-YAP interaction inhibition, primary screen, TEAD-YAP interaction inhibitor project, luminescence, HEK-TIYL cells | inhibition, % at 9.12 µM | actives 1.4% (n = 640,000) | TEAD-Gal4/YAP UAS-luciferase luminescence; in the data active means inhibition above about 32%;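 further: 0% = median of test compound wells and 100% = reference inhibitor wells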
* = called active by the depositor; . = not tested or not shown.

SMILES	GPR151 activ	MITF inh	FBW7 activator	TEAD-YAP block
CN(c1ccccc1C(=O)O)S(=O)(=O)c1ccc2c(c1)n(C)c(=O)n2C	-1.0	15	0.5	3
COc1ccccc1C(=O)NCc1nnc2n1CCN(C(=O)/C=C/c1cccnc1)CC2	-1.1	11	0.2	14
CCNc1nc(NCc2cccc(C(F)(F)F)c2)c2[nH]cnc2n1	-0.7	7	0.1	5
CC(=O)Nc1ccc(NC(=O)c2ccccc2-c2ccccc2C(=O)O)cc1	-1.0	-7	-0.1	1
O=C(OCCN=C1NS(=O)(=O)c2ccccc21)c1ccccc1Br	-0.9	17	0.2	-5
CC(C)(C)n1ncc2c(=O)n(Cc3ccc(C(F)(F)F)cc3)cnc21	0.1	12	0.7	2
COP(=O)(CC(=O)c1ccccc1)CC(=O)c1ccccc1	-0.8	1	0.1	11
O=C(CN1CCc2ccccc21)NN1CC(=O)N(c2ccc(Cl)cc2)CC1=O	0.7	8	0.2	7
CCN(CC)c1ccc(CN2CCc3c(nc(N4CC(C)OC(C)C4)[nH]c3=O)C2)c(O)c1 (configuration not stated)	1.8	3	0.2	-9
CN1CCN(C(=O)CCn2nc(-c3ccc(Cl)cc3)c3ccccc3c2=O)CC1	0.3	8	0.0	4
O=C(NCc1ccccn1)C(c1ccccc1)c1ccccc1	-0.5	-1	-0.2	14
COc1ccc(CCNC(=O)Cc2cc(=O)[nH]c(=O)[nH]2)cc1	-0.4	18	0.1	-6
CCOC(=O)C1=C(C)N(C)C(=S)NC1c1ccccc1 (configuration not stated)	-1.7	20	0.6	15
COCCNc1oc(COc2ccc(Br)cc2)nc1C#N	1.8	-10	0.0	3
COc1cccc(C2C(C(C)=O)=C(O)C(=O)N2CC#N)c1 (configuration not stated)	1.9	3	0.0	-3
CC(=O)N1CCc2c(sc(NC(=O)c3cc(Cl)sc3Cl)c2C(N)=O)C1	2.5	4	0.0	-7
O=C(CSc1cn(Cc2ccc(Cl)cc2)c2ccccc12)N1CCCCC1	1.1	-2	0.2	11
O=C(NCCc1ccccc1F)C(=O)NCc1ccccc1	1.5	14	0.1	3
Cc1ccc(Cc2c(C)nc3nc(SCC(=O)Nc4cc(C(F)(F)F)ccc4Cl)nn3c2C)cc1	-0.4	5	0.1	0
Cc1cc(=O)[nH]c(N/N=C/c2ccc(OC(=O)c3ccco3)cc2)n1	0.1	5	0.0	9
CCCn1c(N)c(NCCN2CCOCC2)c(=O)[nH]c1=O	1.0	2	0.1	1
CCOC(=O)c1sc(=NC(=O)c2ccc(Br)cc2)n(C)c1C	0.2	18	0.2	3
COc1ccc(C2CC(=O)n3c(nc4ccccc43)S2)cc1 (configuration not stated)	2.4	-11	0.0	80*
COc1cccc(-c2nc3ccccc3c(=O)n2NC(=O)c2cc(C)c(C)cc2C)c1	0.6	8	-0.1	1
COc1ccccc1CNC(=O)C1=CCN(S(=O)(=O)c2ccc(C)cc2)CC1	0.4	-2	-0.2	-3
The listing continues:
SMILES	GPR151 activ	MITF inh	FBW7 activator	TEAD-YAP block
CN(C)c1cccc(Nc2nc(NCCOc3ccccc3)c3ncn(-c4ccccc4)c3n2)c1	-2.1	15	0.6	4
O=C(/C=C/Nc1ccc(Cl)cc1[N+](=O)[O-])c1ccccc1	2.7	-10	0.1	-47
COc1cc(NC(=O)Cn2c(=S)[nH]c3ccccc3c2=O)cc(OC)c1OC	0.8	1	-0.1	-8
CC(=O)n1cc(/C=C2\N=C(c3ccccc3F)OC2=O)c2ccccc21	0.1	8	0.0	-1
Brc1ccc(N2CCN(c3ncccn3)CC2)nc1	-0.1	1	-0.3	-2
CCOCCn1cnc2sc(C(=O)NCCc3ccc(OC)c(OC)c3)c(C)c2c1=O	-0.1	19	0.3	-1
Cc1cccc(/C=N/NC(=O)c2cccc(Cl)c2)c1	-1.0	-11	-0.1	-58
CC1=CC(=C2C(=O)NC(=O)NC2=O)C=C(C)O1	0.4	-8	0.0	6
CCC(=O)N(Cc1ccccc1)Cc1cc2cc(OC)ccc2[nH]c1=O	0.7	8	0.1	0
CC(=O)Nc1ccccc1NC(=O)CSc1ccc(C)cc1	1.8	-18	0.1	17
CCOC(=O)CNC(=O)CC(c1ccccc1)c1ccccc1	-1.3	-21	0.1	3
C/C(=N\Nc1cc(N2CCOCC2)nc(C)n1)c1ccc(C)cc1	-0.5	8	0.0	-4
Cc1cc(=O)nc2c3ccccc3n(C(C)C(=O)N3CCN(C4CCCCC4)CC3)n12 (configuration not stated)	0.6	-12	-0.2	1
COc1ccccc1N1CCN(c2nnc(SCc3ccccn3)s2)CC1	-1.0	2	-0.1	-40
CN(C)/C=C(\C#N)C(=O)c1cccnc1Oc1ccc(F)cc1F	3.8	-13	-0.1	0
COc1cc2nc(/C=C/c3ccc4c(c3)OCO4)n(-c3ccc(C)cc3)c(=O)c2cc1OC	-0.9	-17	0.3	-8
C=CCn1c(=O)c2c(nc3n(CCOC)c(C)c(C)n23)n(C)c1=O	2.1	-4	-0.2	2
CC(C)CN(CC(C)C)C(=O)C1CCN(S(=O)(=O)c2cccc3nsnc23)CC1	-0.5	13	-0.2	18
O=[N+]([O-])c1ccc(-n2nncc2C23CC4CC(CC(C4)C2)C3)cc1	1.9	4	0.2	8
Cc1ccc(C)c(-n2c(CNC(=O)c3ccco3)nnc2SCC(=O)Nc2nccs2)c1	-1.3	-10	0.0	-9
COC(=O)c1ccc(CN2CCc3ccc(NC(=O)C4CCCO4)cc3C2)cc1 (configuration not stated)	0.3	-5	0.0	6
COc1ccccc1N/N=C(\C#N)C(=N)N1CCOCC1	-0.4	10	-0.1	6
NNC(=O)C1CC=C(Cl)CC1C(=O)NN (configuration not stated)	0.5	-9	0.0	10
Cc1ccc(C(=O)Nc2ccc(F)cc2)c(Cl)c1	-3.2	5	0.1	62*
CNS(=O)(=O)c1ccc(NC(=O)c2ccoc2C)cc1	-3.3	-4	-0.2	-2

A second format for part of the listing above:
The line under a structure holds: GPR151 activ, MITF inh, FBW7 activator, TEAD-YAP block
- Cc1ccc(C(=O)Nc2ccc(F)cc2)c(Cl)c1
→ -3.2, 5, 0.1, 62*
- CNS(=O)(=O)c1ccc(NC(=O)c2ccoc2C)cc1
→ -3.3, -4, -0.2, -2

More entries
SMILES	GPR151 activ	MITF inh	FBW7 activator	TEAD-YAP block
COc1ccc(NC(=O)CN2CCN(S(=O)(=O)c3ccc(Br)cc3)CC2)c(OC)c1	-0.2	8	0.2	4
COc1cccc(OCCOc2c(OC)cccc2OC)c1	2.7	-14	0.0	-22
CC(C)(C)c1ccc(C(=O)Nc2sc3c(c2C(=O)O)CCC3)cc1	0.4	-1	0.0	89*
O=C(N/N=C/c1cc(Cl)ccc1O)C(=O)Nc1ccccc1OC(F)(F)C(F)F	0.9	-6	-0.2	79*
CCOc1ccc(CCn2c3c(c(=O)[nH]c2=O)C(C(F)(F)F)(C(F)(F)F)N=C(c2ccccc2)N3)cc1OCC	1.1	-9	0.1	2
CC1(C)C(=O)Nc2ccccc2N1C(=O)COC(=O)c1ccc([N+](=O)[O-])o1	5.7*	-3	-0.2	3
CC[C@@H](c1ccccc1)n1c(=O)n2n(c1=O)[C@H]1[C@H](O)[C@@H]3O[C@@H]3/C(=N\OCc3ccccc3)[C@H]1CC2	-1.6	-23	0.1	.
O=C(C1CCC1)N1CCc2cc(S(=O)(=O)Nc3cccc(Cl)c3)ccc21	0.0	-4	0.0	10
CCOc1ccc(NC(=O)CN(C)C(=O)c2ccccc2Br)cc1OCC	-1.4	-2	0.1	-4
COc1ccc(-c2oc3ccccc3c(=O)c2OS(=O)(=O)c2ccc(OC)cc2)cc1	-1.8	24	0.1	5
Cc1cccc2nc(NC(=O)c3ccnn3C)sc12	-7.2	4	-0.4	-7
CSc1ccc(-c2ccc3c(c2)CC(CNC(=O)C2CCOC2)O3)cc1 (configuration not stated)	7.9*	3	0.0	7
CCCCc1ccc(NC(=O)c2cc(C)[nH]n2)cc1	-1.3	5	-0.1	-39
Cc1ccc(-c2nc3ncccc3o2)cc1NC(=O)c1ccc(F)cc1	0.1	-5	-0.1	3
COc1ccc(C2=N/C(=C/c3ccc([N+](=O)[O-])cc3)C(=O)O2)cc1Br	0.4	-5	0.0	-6
COc1cc(/C=C2/N=C(c3ccccc3)OC2=O)cc(OC)c1OC	0.6	-3	-0.1	-1
CN1CCc2c(sc(NC(=O)C3=COCCO3)c2C(N)=O)C1	0.2	-15	0.0	-1
Cc1ccc(-c2cc(-c3ccccc3O)[nH]n2)cc1	-5.1	9	-0.1	13
Cn1nc(-c2ccccc2)cc1-n1cnc2ccccc21	-0.4	5	0.1	3
COC(=O)c1ccccc1S(=O)(=O)N(CCO)Cc1cc2ccc(C)c(C)c2[nH]c1=O	1.1	1	0.0	-2
Cc1ccc(N2C(=O)CSC2c2ccc(F)cc2)cc1F (configuration not stated)	-0.1	-1	0.0	4
CC(=O)N(Cc1cccs1)Cc1cc2cc(C)ccc2[nH]c1=O	0.8	0	-0.1	10
CC1CCCCC1NC(=O)c1ccccc1Br (configuration not stated)	1.2	12	0.7	-2
O=C(CSc1ccsc1[N+](=O)[O-])NCC1CCCO1 (configuration not stated)	-0.1	-1	0.0	2
COCCn1nnnc1C(c1ccc(F)cc1)N1CCN(c2ccc(F)cc2)CC1 (configuration not stated)	-0.7	2	-0.2	-17
Additional entries follow.
SMILES	GPR151 activ	MITF inh	FBW7 activator	TEAD-YAP block
CC(=O)Nc1ccc(NC(=O)CN2Cc3ccccc3C2=O)cc1	1.2	-5	-0.2	-11
Nc1nc(Nc2ccc(N3CCOCC3)cc2)nc2c1ncn2-c1ccsc1	-1.2	9	0.1	30
Cc1ccc(CN2CCC3(CC2)CC3C(=O)NCCc2ccccn2)o1 (configuration not stated)	0.4	26	0.3	-15
Cc1cc(NC(=O)c2cccnc2)ccc1-c1cc2ccccc2oc1=O	-1.3	1	-0.1	0
CC(C)CNC(=O)CC1C(=O)NCCN1C/C=C/c1ccccc1 (configuration not stated)	-0.7	-4	0.1	-2
CN(Cc1ccccc1)C(=O)c1nc2ccccn2c1CNCCc1cccnc1	0.8	-5	0.1	12
COc1ccc(C(=O)c2c[nH]c3ccc(OC)cc3c2=O)cc1	0.0	-9	-0.1	2
CCOC(=O)C(C)N1C(=O)S/C(=C/c2ccc3c(c2)n(C)c(=O)n3C)C1=O (configuration not stated)	0.9	-10	0.1	-9
CCOC(=O)C1=NN(c2ccccc2)C2C(=O)N(c3ccc(Cl)cc3)C(=O)C12 (configuration not stated)	-2.1	-10	-0.2	5
CCC(Oc1ccccc1)C(=O)NC(C)c1ccccc1 (configuration not stated)	3.1	6	0.0	11
FC(F)(F)c1ccccc1NC(=S)Nc1ccccc1	2.3	-4	-0.1	-10
CCN(c1ccc(F)cc1)S(=O)(=O)c1ccc2[nH]cc(C(=O)N3CCCC3)c(=O)c2c1	0.8	1	-0.2	0
CC[n+]1c(C)n(CCCS(=O)(=O)O)c2cc(C#N)ccc21	-0.2	18	0.1	-11
O=C(NCc1ccccn1)c1c[nH]c2c(Cl)cccc2c1=O	1.6	-6	-0.1	-53
CCc1cccc(C)c1NC(=O)CN(CC)S(=O)(=O)c1ccc(OC)cc1	-1.3	0	-0.2	0
CC(=O)N1CCC(N(CCN2CCOCC2)C(=S)Nc2cc(F)cc(F)c2)CC1	0.1	8	0.3	0
Cc1cccc(-n2nnnc2SCC(=O)Nc2sc3c(c2C(N)=O)CCC3)c1	1.5	1	-0.1	-6
CCOC(=O)c1cc(-c2ccc(C)cc2)n(CCC(=O)NCCCOC)c1C	0.6	21	0.6	3
O=c1oc2cc([N+](=O)[O-])ccc2nc1/C=C(\O)c1ccccc1	-0.2	9	-0.2	-43
CN(C)S(=O)(=O)N1CCC(n2nccc2NC(=O)CCc2ccccc2)CC1	-1.0	10	0.0	-5
COc1cc(/C=C2/C(=O)NN(c3ccc(Cl)cc3)C2=O)cc(Cl)c1O	-1.2	3	0.0	4
COC(=O)c1c(NC(=O)CSc2nc3nc(C)cc(C)n3n2)sc(C)c1C	2.0	3	0.2	-2
CC(C)=C/C(C)=N/NC(=O)c1ccccc1	-1.0	7	0.1	-47
Clc1nc2ccccc2cc1/C=N/Nc1ccccn1	1.3	-12	-0.3	-8
CCOC(=O)C1=C(C)N(c2ccccc2)C(=O)C1	0.5	-2	-0.1	5
CCn1c2ccccc2c2cc(C3C(C(=O)OCCOc4ccccc4)=C(C)NC4=C3C(=O)CC(C)(C)C4)ccc21 (configuration not stated)	-0.3	-2	0.1	-6

Whole records from above. Screens in order: GPR151 activ | MITF inh | FBW7 activator | TEAD-YAP block
CC(C)CNC(=O)CC1C(=O)NCCN1C/C=C/c1ccccc1 (configuration not stated) is listed with -0.7 | -4 | 0.1 | -2
CC[n+]1c(C)n(CCCS(=O)(=O)O)c2cc(C#N)ccc21 is listed with -0.2 | 18 | 0.1 | -11
Cc1ccc(CN2CCC3(CC2)CC3C(=O)NCCc2ccccn2)o1 (configuration not stated) is listed with 0.4 | 26 | 0.3 | -15

Looked up above.
For FBW7 activator, CCOC(=O)c1cc(-c2ccc(C)cc2)n(CCC(=O)NCCCOC)c1C has 0.6
For GPR151 activ, Cc1cc(NC(=O)c2cccnc2)ccc1-c1cc2ccccc2oc1=O has -1.3
For TEAD-YAP block, CC(C)=C/C(C)=N/NC(=O)c1ccccc1 has -47

An excerpt from above, limited to MITF inh and FBW7 activator.
Structure | MITF inh | FBW7 activator
CCOC(=O)c1cc(-c2ccc(C)cc2)n(CCC(=O)NCCCOC)c1C | 21 | 0.6
O=c1oc2cc([N+](=O)[O-])ccc2nc1/C=C(\O)c1ccccc1 | 9 | -0.2
CN(C)S(=O)(=O)N1CCC(n2nccc2NC(=O)CCc2ccccc2)CC1 | 10 | 0.0
